PDI inh = blocks human protein disulfide isomerase activity; PDI insulin aggregation turbidity, A650, 90 min; inhibition, % at 10 µM; actives 0.052% (n = 350,000); AID 588391;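 active = mean inhibition across replicates of 30% or more, whatever share of single replicates reach that level; inconclusive = mean inhibition below 30% while every single replicate reaches 30%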;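 note: absorbance from insulin aggregation driven by PDI reduction with DTT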
HTR2A ag = activates the mouse 5-HT2A serotonin receptor | P35363 | CHO-K1 mHTR2A beta-arrestin complementation, luminescence; percent of 30 µM serotonin response | activation, % at 7.6 µM | actives 0.66% (n = 360,000) | AID 624169;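 active = activation above a run cutoff, the mean activation of all tested compounds plus 3 SD, cut at about 14% in these data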;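 note: 0% = plate median of compound wells and 100% = 30 µM serotonin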
CaV13 FRET inh = Primary screen for inhibitors of IQ motif and Ca2+-dependent inactivation inhibitor domain binding in CACNA1D, Förster resonance energy transfer in living cells, …; HEK cells, CFP/YFP FRET ICDI-IQ, plate reader, 10 min; percent FRET-ratio fall versus neutral wells; inhibition, % at 12.3 µM; actives 0.098% (n = 340,000); AID 743397;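 active = mean replicate inhibition of at least 30% and at least 1% of replicates passing that level; inconclusive = only one of the two criteria is met; inactive = neither criterion is met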;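 note: 0% = median of the neutral control wells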
Glyco luc inh = blocks N-linked glycosylation in D54 reporter cells. D54 ERlucT glycosylation luciferase reporter, 24 h; percent of 100 nM tunicamycin response. reporter increase, % at 12.5 µM. actives 0.23% (n = 360,000). AID 588692;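 active = mean luciferase reporter signal, scaled so untreated is 0 and the glycosylation-blocking control 100, at or above a set limit in every replicate; inconclusive = mean reaches the limit but not every replicate does; inactive = mean below the limit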;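 note: luciferase carries N-glycosylation sites so blocking glycosylation raises the light; 0% = median of neutral control wells and 100% = median of 100 nM tunicamycin wells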
MC4R ag barr = activates human MC4R beta-arrestin recruitment | P32245 | U2OS MC4R beta-arrestin complementation, luminescence; percent of melanotan II response, DMSO zero | activation, % at 8.9 µM | actives 0.98% (n = 360,000);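 active = activation above a per-plate cutoff, the mean activation of sample wells on that plate plus 3 SD, cut at about 8% in these data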
aDG glyco act = alpha-DG glycosylation activation. activation, % at 10 µM. actives 0.22% (n = 360,000). AID 624168. Pro5-aDG cells, alpha-DG glycosylation AlphaScreen (IIH6); 0% Pro5, 100% B10-LARGE cell signal;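 active = activation of at least 8% versus controls, or a plate z-score of at least 8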;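 note: Pro5 are CHO cells carrying HIG-tagged alpha-DG that lacks glycosylation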
H9c2 protect = modulators protecting cardiomyocytes from myocardial damage | H9c2 cardiomyocytes, H2O2 injury protection, ATPLite, 2 h | protection from H2O2 cell death, % at 20 µM | actives 0.63% (n = 360,000);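 active = compounds giving at least 50% protection of heart cells from peroxide-induced death in the single-dose screen, raw or plate-pattern-corrected value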;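 note: 0% = DMSO wells with peroxide and 100% = DMSO wells without peroxide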
Vif imaging = HIV Vif inhibition | HEK293T cells, Vif self-association by quenched fluorescence, imaging, 24 h | inhibition, % at 7.49 µM | actives 0.35% (n = 340,000); in the data active = inhibition above about 50%, passing the limit was not always enough; inconclusive = no clear call, values can overlap the other calls; inactive = below about 31%; note: some results filed as inactive read as strong as hits
MC4R antag cAMP = blocks human MC4R cAMP signaling | inhibition, % at 6.5 µM | AID 540295 | MC4R-expressing cells, MTII-stimulated cAMP, LANCE TR-FRET | actives 0.48% (n = 360,000) | P32245;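 active = inhibition above its plate's cutoff, the mean of tested wells on that plate plus 3 SD, cut at about 29% in these data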;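 note: 0% = Melanotan II alone and 100% = Melanotan II plus saturating MCL0020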
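Test system: U2OS cells stably expressing human melanocortin 4 receptor (MC4R); also added: Melanotan II challenge; compound: 6.5 µM single dose; timing: 30-min compound preincubation, 1-h Melanotan II challenge, 1-h detection, room temperature; signal: Eu-cAMP/anti-cAMP TR-FRET, emission 671 nm; repeats: one well per compound, no replicates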
ABCB6 inh 2 = inhibitors of human ABC transporter ABCB6. K562-ABCB6 porphyrin accumulation, flow cytometry, 1 h; hits give low values. fluorescence ratio to DMSO, % at 10 µM. actives 0.19% (n = 360,000). AID 602162;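 active = fluorescence ratio to DMSO below 75%, the collection mean minus 3 SD; inconclusive = too few cells collected in the well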;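 note: signal is porphyrin accumulated inside mitochondria; 100% equals median channel fluorescence of DMSO control wells; lower ratio means ABCB6 inhibition with less porphyrin fluorescence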
Target sequence (Q9NP58 whole entry, looked up): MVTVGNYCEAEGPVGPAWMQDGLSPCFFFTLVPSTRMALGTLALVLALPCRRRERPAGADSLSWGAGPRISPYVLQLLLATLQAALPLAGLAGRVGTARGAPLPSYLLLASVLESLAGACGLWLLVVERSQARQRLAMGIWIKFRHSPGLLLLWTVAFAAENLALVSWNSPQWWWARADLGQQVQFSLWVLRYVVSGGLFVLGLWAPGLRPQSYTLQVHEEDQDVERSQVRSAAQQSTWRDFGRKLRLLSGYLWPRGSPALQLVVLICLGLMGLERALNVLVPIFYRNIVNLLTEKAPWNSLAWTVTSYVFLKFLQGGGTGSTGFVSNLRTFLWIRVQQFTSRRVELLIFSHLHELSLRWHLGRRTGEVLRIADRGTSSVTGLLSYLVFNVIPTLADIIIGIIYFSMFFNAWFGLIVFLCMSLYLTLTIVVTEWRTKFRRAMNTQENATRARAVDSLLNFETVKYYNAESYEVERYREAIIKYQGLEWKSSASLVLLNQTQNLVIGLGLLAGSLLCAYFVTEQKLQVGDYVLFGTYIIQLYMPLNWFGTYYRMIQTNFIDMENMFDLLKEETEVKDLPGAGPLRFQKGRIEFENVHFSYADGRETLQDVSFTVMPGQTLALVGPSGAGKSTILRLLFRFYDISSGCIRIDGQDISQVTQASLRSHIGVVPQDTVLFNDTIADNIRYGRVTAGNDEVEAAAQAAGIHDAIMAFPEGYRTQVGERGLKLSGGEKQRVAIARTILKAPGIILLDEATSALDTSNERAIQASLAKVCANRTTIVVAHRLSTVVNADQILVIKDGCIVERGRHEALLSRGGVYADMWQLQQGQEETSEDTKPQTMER
Starred values were filed as active, the others as inactive.

`CCOC(=O)c1c(C)[nH]c(C(=O)N2CCCC(C(=O)c3ccccc3OC)C2)c1C` (stereo not drawn) gave PDI inh 5, HTR2A ag 4, CaV13 FRET inh -4, Glyco luc inh -1, MC4R ag barr 2.4, aDG glyco act 0.1, H9c2 protect 0, Vif imaging -2, MC4R antag cAMP 11 and ABCB6 inh 2 100.
`COc1cc2cc(CN(CCc3cccc(C)c3)C(=S)NCCCN(C)C)c(=O)[nH]c2cc1OC` gave PDI inh 8, HTR2A ag -1, CaV13 FRET inh -3, Glyco luc inh 5, MC4R ag barr -1.8, aDG glyco act -0.3, H9c2 protect 13, Vif imaging 0, MC4R antag cAMP 0 and ABCB6 inh 2 102.
`O=C1c2ccccc2NC(c2c(Cl)cccc2Cl)N1Cc1ccccc1` (stereo not drawn) gave PDI inh -8, HTR2A ag 0, CaV13 FRET inh -1, Glyco luc inh -1, MC4R ag barr -1.3, aDG glyco act 0.1, H9c2 protect -15, Vif imaging 0, MC4R antag cAMP 7 and ABCB6 inh 2 98.
CC(=O)N1CCN(CC(=O)Nc2ccc(SC(F)F)cc2)CC1 was read as PDI inh -8, HTR2A ag 3, CaV13 FRET inh -4, Glyco luc inh 2, MC4R ag barr -1.5, aDG glyco act 0.1, H9c2 protect -10, Vif imaging 5, MC4R antag cAMP 2 and ABCB6 inh 2 85.
For COc1ccc(OC)c(C2C(C#N)=C(N)N(N(C)C)C3=C2C(=O)CC(C)(C)C3)c1 (stereo not drawn) the results were PDI inh 1, HTR2A ag -2, CaV13 FRET inh -19, Glyco luc inh 1, MC4R ag barr -2.2, aDG glyco act -0.1, H9c2 protect 3, Vif imaging -2, MC4R antag cAMP 3 and ABCB6 inh 2 99.
Screening COCCNC(=S)N1CCN(c2ccc(Cl)cc2)CC1 returned PDI inh 5, HTR2A ag -7, CaV13 FRET inh -14, Glyco luc inh 6, MC4R ag barr 0.4, aDG glyco act 0.4, H9c2 protect -3, Vif imaging -1, MC4R antag cAMP 3 and ABCB6 inh 2 90.
Screening CCc1nc2c(OCC3CCCCC3)cccn2c1N(C)C(=O)c1ccc(C)cc1 returned PDI inh 0, HTR2A ag -7, CaV13 FRET inh -7, Glyco luc inh 1, MC4R ag barr 0.9, aDG glyco act 0.4, H9c2 protect -4, Vif imaging 1, MC4R antag cAMP 20 and ABCB6 inh 2 99.
Screening COc1ccc([C@@H]2CC=C(C(=O)O)[C@H](c3ccc(Cl)cc3)N2S(=O)(=O)c2ccc(C)cc2)cc1OC returned PDI inh 4, HTR2A ag 2, CaV13 FRET inh -10, Glyco luc inh -1, MC4R ag barr -1.2, aDG glyco act -0.2, H9c2 protect 1, Vif imaging -3, MC4R antag cAMP 0 and ABCB6 inh 2 99.
For Cn1c(SCC(=O)OCC(=O)c2ccccc2)nnc1-c1cccs1 the results were PDI inh 5, HTR2A ag -5, CaV13 FRET inh -3, Glyco luc inh -1, MC4R ag barr -1.1, aDG glyco act 0.1, H9c2 protect 3, Vif imaging -5, MC4R antag cAMP 8 and ABCB6 inh 2 97.
For COc1ccc(Nc2nnc(-c3ccc(O)cc3)c3ccccc23)cc1C(N)=O the results were PDI inh -10, HTR2A ag 12, CaV13 FRET inh -3, Glyco luc inh 2, MC4R ag barr -3.5, aDG glyco act -0.4, H9c2 protect 57*, Vif imaging 1, MC4R antag cAMP -2 and ABCB6 inh 2 85.
Screening CCC1=NN(C(=O)c2ccc([N+](=O)[O-])cc2)C(O)(c2ccccc2)C1 (stereo not drawn) returned PDI inh -9, HTR2A ag -6, CaV13 FRET inh -5, Glyco luc inh -2, MC4R ag barr -4.6, aDG glyco act -0.4, H9c2 protect -1, Vif imaging -7, MC4R antag cAMP -1 and ABCB6 inh 2 95.
Cc1cccc(-c2noc(-c3ccc4c(c3)OCO4)n2)c1 was read as PDI inh 3, HTR2A ag 2, CaV13 FRET inh -3, Glyco luc inh -8, MC4R ag barr -0.9, aDG glyco act -0.1, H9c2 protect -23, Vif imaging 6, MC4R antag cAMP -5 and ABCB6 inh 2 97.
`O=C(C1CCN(C2CCN(Cc3cccc4c3OCO4)CC2)CC1)N1CCOCC1` gave PDI inh -3, HTR2A ag 4, CaV13 FRET inh -2, Glyco luc inh 1, MC4R ag barr -1.6, aDG glyco act -0.2, H9c2 protect 2, Vif imaging -6, MC4R antag cAMP -1 and ABCB6 inh 2 91.
Screening O=C(O)c1c(F)c(F)cc2ccccc12 returned PDI inh 3, HTR2A ag 8, Glyco luc inh 1, MC4R ag barr -1.2, aDG glyco act 0.2, H9c2 protect 5, Vif imaging 12, MC4R antag cAMP -2 and ABCB6 inh 2 100.
`O=C(Nc1ccccc1Br)c1cccc2ccccc12` gave PDI inh -4, HTR2A ag -1, CaV13 FRET inh -5, Glyco luc inh -1, MC4R ag barr 5.0, aDG glyco act 0.0, H9c2 protect -4, Vif imaging -8, MC4R antag cAMP 5 and ABCB6 inh 2 98.
For CC(NS(=O)(=O)c1cccc(Cl)c1F)[C@H](O)c1ccccc1 (stereo partly drawn) the results were PDI inh -10, HTR2A ag 8, CaV13 FRET inh -6, Glyco luc inh 2, MC4R ag barr 1.2, aDG glyco act -0.2, H9c2 protect -3, Vif imaging inconclusive, MC4R antag cAMP 9 and ABCB6 inh 2 91.
`O=C(N/N=C/c1cn(-c2ccccc2)nc1-c1ccc2c(c1)OCCO2)c1ccncc1` gave PDI inh -5, HTR2A ag -9, CaV13 FRET inh -5, Glyco luc inh -4, MC4R ag barr 6.7, aDG glyco act 0.5, H9c2 protect 2, Vif imaging 29, MC4R antag cAMP 4 and ABCB6 inh 2 97.
Screening COc1ccc(Nc2nc(N)c(C(=O)c3ccc(F)cc3)s2)cc1 returned PDI inh 1, HTR2A ag 2, CaV13 FRET inh -5, Glyco luc inh 19, MC4R ag barr -1.6, aDG glyco act -0.2, H9c2 protect -9, Vif imaging 10, MC4R antag cAMP -19 and ABCB6 inh 2 98.
O=C(c1ccco1)N(CCC(c1ccccc1)c1ccco1)Cc1ccco1 (stereo not drawn) was read as PDI inh 5, HTR2A ag -5, CaV13 FRET inh -4, Glyco luc inh -3, MC4R ag barr -2.4, aDG glyco act 0.0, H9c2 protect 10, Vif imaging -2, MC4R antag cAMP 9 and ABCB6 inh 2 97.
For Cc1cc(NC(=O)COC(=O)C2CC(=O)N(c3ccc(C)c(Cl)c3)C2)no1 (stereo not drawn) the results were PDI inh -5, HTR2A ag 10, CaV13 FRET inh -4, Glyco luc inh 1, MC4R ag barr -0.9, aDG glyco act -0.1, H9c2 protect 0, Vif imaging 17, MC4R antag cAMP 19 and ABCB6 inh 2 99.
Screening COc1ccc(CN(CCN)C2CC(C)N(C)CC2C)cc1 (stereo not drawn) returned PDI inh -1, HTR2A ag 0, CaV13 FRET inh -6, Glyco luc inh -4, MC4R ag barr 1.3, aDG glyco act -0.1, H9c2 protect 4, Vif imaging 2, MC4R antag cAMP -5 and ABCB6 inh 2 103.
For COC(=O)c1c(NC(=O)COC(=O)CCNS(=O)(=O)c2ccccc2)sc(C)c1C the results were PDI inh 6, HTR2A ag -5, CaV13 FRET inh -6, Glyco luc inh 3, MC4R ag barr -1.6, aDG glyco act 0.4, H9c2 protect 4, Vif imaging 2, MC4R antag cAMP 9 and ABCB6 inh 2 93.
For CN(C)c1ccc([C@@H]2[C@@H]([N+](=O)[O-])[C@H]3C=Cc4ccccc4N3[C@H]2C(=O)c2ccc(Cl)cc2)cc1 the results were PDI inh -3, HTR2A ag -2, CaV13 FRET inh -76, Glyco luc inh -1, MC4R ag barr -2.0, aDG glyco act -0.5, H9c2 protect -8, Vif imaging 1, MC4R antag cAMP -1 and ABCB6 inh 2 186.
For Cc1cc(C)n2nc(SCC(=O)N/N=C/c3cccc(Br)c3)nc2n1 the results were PDI inh -2, HTR2A ag 11, CaV13 FRET inh -8, Glyco luc inh 2, MC4R ag barr 1.0, aDG glyco act 0.2, H9c2 protect 1, Vif imaging 4, MC4R antag cAMP -1 and ABCB6 inh 2 105.
`COc1cccc(-c2ncc3ccccc3c2COC(=O)c2ccc(Br)cc2)c1` gave PDI inh -3, HTR2A ag 4, CaV13 FRET inh -12, Glyco luc inh -4, MC4R ag barr 0.0, aDG glyco act 0.6, H9c2 protect -10, MC4R antag cAMP -7 and ABCB6 inh 2 100.
`CC(C)C(=O)NC(=S)Nc1ccccc1N1CCN(C(=O)c2ccc(Cl)cc2)CC1` gave PDI inh 0, HTR2A ag 3, CaV13 FRET inh -6, Glyco luc inh -3, MC4R ag barr -2.0, aDG glyco act -0.1, H9c2 protect 52*, Vif imaging -9, MC4R antag cAMP 17 and ABCB6 inh 2 88.
`CC(C)[C@H](NC(=O)c1ccco1)C(=O)Nc1ccc(N2CCCCCC2)cc1` gave PDI inh -43, HTR2A ag 7, CaV13 FRET inh -12, Glyco luc inh 0, MC4R ag barr -1.7, aDG glyco act -0.2, H9c2 protect 2, Vif imaging 5, MC4R antag cAMP 14 and ABCB6 inh 2 96.
Screening COc1cccc(/C=N/NC(=O)c2ccc(=O)n(C)c2)c1O returned PDI inh 2, HTR2A ag 3, CaV13 FRET inh -2, Glyco luc inh 4, MC4R ag barr -2.7, aDG glyco act 0.2, H9c2 protect 49, Vif imaging -18, MC4R antag cAMP -8 and ABCB6 inh 2 109.
Screening CN(C(=O)CSc1nnc(C2CC2)n1C)C1CCCc2ccccc21 (stereo not drawn) returned PDI inh -7, HTR2A ag 10, CaV13 FRET inh -6, Glyco luc inh -2, MC4R ag barr -2.9, aDG glyco act 0.1, H9c2 protect 2, Vif imaging -8, MC4R antag cAMP 1 and ABCB6 inh 2 99.
For COCCN1C(=O)N(C)[C@@H](c2ccccc2)C(C(C)=O)=C1C the results were PDI inh 1, HTR2A ag -3, CaV13 FRET inh -10, Glyco luc inh 8, MC4R ag barr -0.3, aDG glyco act -0.2, H9c2 protect -2, Vif imaging -2, MC4R antag cAMP 3 and ABCB6 inh 2 100.
`CC(C)(C)c1ccc(CC(=O)N2CCC2(C)C(=O)NS(=O)(=O)c2ccc(Cl)cc2)cc1` (stereo not drawn) gave PDI inh -6, HTR2A ag 5, CaV13 FRET inh -10, Glyco luc inh 0, MC4R ag barr -1.4, aDG glyco act -0.5, H9c2 protect 7, Vif imaging 8, MC4R antag cAMP 10 and ABCB6 inh 2 100.
Screening CCCCN(CCCC)CCNC(=O)CN1C(=O)CSc2ccc(S(=O)(=O)N3CCCCC3)cc21 returned PDI inh 5, HTR2A ag -6, CaV13 FRET inh -6, Glyco luc inh -2, MC4R ag barr -0.5, aDG glyco act 0.2, H9c2 protect 2, Vif imaging 0, MC4R antag cAMP 8 and ABCB6 inh 2 102.

Not a hit list; any-hit rate near 3.6%.
